KCC2 mod = KCC2 (human) Cl- transport modulation | KCC2 cells, thallium flux FluoZin-2 fluorescence | B-score of Tl+ flux slope (higher = more flux/activation; lower = inhibition) at 10 µM | 190,000 tested, 2.2% active | AID 1456;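 active = thallium flux slope and its plate-corrected score both differing from the plate sample mean at a set confidence after two filtering rounds, in either direction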;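 note: slope of fluorescence scaled to starting intensity during 10 to 20 s after thallium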
KLK5 inh = inhibitors of human kallikrein 5 | recombinant hK5, fluorogenic AMC substrate cleavage | inhibition, % at 5 µM | 210,000 tested, 0.59% active | AID 873;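 active = inhibition of 40% or more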;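 note: 0% = enzyme controls without compound and 100% = no-enzyme blanks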
Target sequence (Q9Y337 67-293 limits assumed): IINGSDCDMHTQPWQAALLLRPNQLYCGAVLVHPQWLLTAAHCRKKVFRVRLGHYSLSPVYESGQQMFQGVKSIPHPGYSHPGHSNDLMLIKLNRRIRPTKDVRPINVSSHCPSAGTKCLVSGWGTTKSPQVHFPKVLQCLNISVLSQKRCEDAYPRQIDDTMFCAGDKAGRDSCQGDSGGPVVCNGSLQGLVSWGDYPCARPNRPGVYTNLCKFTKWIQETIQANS
thrombin 1536 = thrombin (human) inhibition. P00734. alpha-thrombin, Boc-VPR-AMC fluorogenic substrate cleavage. inhibition, % at 5 µM. 220,000 tested, 0.26% active. AID 1046;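 active = inhibition at or above 40%; inactive = inhibition below 40%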;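 note: 0% = enzyme with no compound and 100% = wells without enzyme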
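Material: human alpha-thrombin protein; Also added: Boc-VPR-AMC substrate, 15 µM final; Timing: enzyme reaction carried out at room temperature; Signal: fluorescence, ex 355 nm, em 460 nm; Measure: % inhibition of thrombin; Controls: enzyme without compound as high, wells lacking enzyme as low.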
Rad51 HR inh = blocks human Rad51 in homologous recombination | Q06609 | inhibition, % at 10 µM | 200,000 tested, 0.085% active | hRad51 DNA strand exchange, fluorescence dequenching;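 active = inhibition above 40% at the single screening dose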;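 note: 0% = DMSO control wells and 100% = blanks with heterologous ssDNA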
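Material: hRad51 filaments on single-stranded DNA; Reagent: Donor/quencher-labelled 47-bp dsDNA substrate; Compound: 10 µM final, single point; Schedule: 37 °C 15-min filament assembly, 30-min compound preincubation, 15-min exchange; Technique: FRET fluorescence, excitation 485 nm, emission 520 nm; Benchmarks: control wells and blank wells on each plate.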
NCF1 inh = inhibitors of human p47phox binding; P14598; p47phox/p22phox peptide binding, fluorescence polarization, 2 h; inhibition, % at 24.7 µM; 220,000 tested, 0.53% active;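 note: 0% = p47phox with labelled peptide and 100% = labelled peptide alone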
Furin inhibitor = inhibitors of human furin | P09958 | purified furin, fluorogenic substrate cleavage | inhibition, % at 30 µM | 220,000 tested, 0.061% active; in the data active = inhibition above about 25%; note: inactives centre near -15
Target sequence (P09958 108-714 limits assumed): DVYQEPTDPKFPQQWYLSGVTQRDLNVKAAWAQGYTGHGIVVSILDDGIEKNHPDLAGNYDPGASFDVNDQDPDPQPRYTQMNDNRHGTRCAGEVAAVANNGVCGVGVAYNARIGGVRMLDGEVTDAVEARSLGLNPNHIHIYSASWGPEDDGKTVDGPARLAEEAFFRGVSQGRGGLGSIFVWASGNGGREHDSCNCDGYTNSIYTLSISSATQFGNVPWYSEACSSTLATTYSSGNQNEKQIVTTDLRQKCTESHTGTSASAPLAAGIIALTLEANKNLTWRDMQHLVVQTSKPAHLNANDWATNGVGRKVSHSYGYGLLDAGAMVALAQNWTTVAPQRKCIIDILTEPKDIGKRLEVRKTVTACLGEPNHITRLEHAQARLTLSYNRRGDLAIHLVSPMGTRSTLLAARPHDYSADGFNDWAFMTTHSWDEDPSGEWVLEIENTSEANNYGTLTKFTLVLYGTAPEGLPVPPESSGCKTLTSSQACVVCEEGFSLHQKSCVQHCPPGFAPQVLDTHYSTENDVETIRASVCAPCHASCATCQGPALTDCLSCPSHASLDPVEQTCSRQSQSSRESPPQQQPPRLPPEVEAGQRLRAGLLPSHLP
14-3-3 Bad PPI = disrupts binding of bovine 14-3-3 zeta to phospho-Bad peptide; P63103; TR-FRET 14-3-3zeta/Dy647-pBad peptide displacement, 1 h; inhibition, % at 21.7 µM; 220,000 tested, 0.71% active; AID 781;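 active = inhibition above about 70%, limit read from the data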;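 note: 0% = full 14-3-3 plus peptide FRET controls and 100% = background without 14-3-3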
Target sequence (P63103 whole entry, looked up): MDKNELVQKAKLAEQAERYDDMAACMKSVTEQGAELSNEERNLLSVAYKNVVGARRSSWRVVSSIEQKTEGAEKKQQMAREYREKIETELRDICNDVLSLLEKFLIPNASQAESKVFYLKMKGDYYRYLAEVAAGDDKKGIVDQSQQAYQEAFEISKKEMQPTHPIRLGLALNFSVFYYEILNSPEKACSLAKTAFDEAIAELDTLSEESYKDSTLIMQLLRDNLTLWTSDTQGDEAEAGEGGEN
eIF4E 4G PPI = blocks eIF4E binding to eIF4G; P63073+Q04637; TR-FRET eIF4E-eIF4GI(517-606) binding, 2 h; inhibition, % at 21.7 µM; 220,000 tested, 0.37% active; AID 782;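 note: 0% = full FRET control wells and 100% = background wells lacking eIF4GI fragment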
EBV gp42 block = blocks Epstein-Barr virus glycoprotein 42 binding. Q1HVG2. Fluorescence polarization binding assay, mP read-out. inhibition, % (tested at 21.74 µM). 220,000 tested, 0.42% active. AID 1085; in the data active = inhibition above about 50%
* = called active by the depositor; x = no result given; [ ] = dose if it differs, or a comment.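 Rule for the calls, unless noted: active = inhibition above about 30% (limit read from the data); inactive = the rest.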

SMILES	KCC2 mod	KLK5 inh	thrombin 1536	Rad51 HR inh	NCF1 inh	Furin inhibitor	14-3-3 Bad PPI	eIF4E 4G PPI	EBV gp42 block
O=C1C[C@H]2[C@H](CO)[C@@H](OC(=O)c3ccc(-c4ccccc4)cc3)C[C@H]2O1	-3.4	72*	19	-17	-2	-3	3	-1	-5
C=CCn1c(SCC(=O)Nc2c(C)n(C)n(-c3ccccc3)c2=O)nc2scc(-c3ccccc3)c2c1=O	-0.45	-8	2	5	-12	-2[20 µM]	-3[fluorescence artefact?]	-3	-9
CCc1ccc(-c2nc(CN3CCC(C(=O)NCc4ccc(F)cc4)CC3)c(C)o2)cc1	-0.45	-14	-16	-35	-7	-19	-4	-10	-3
CC(C)Cn1c(N)c(C(=O)NCC2CCCO2)c2nc3ccccc3nc21 (centres undefined)	-0.4	-56	0	0	-26	-22	8[fluorescence artefact?]	3	5
Cc1ccsc1C(=O)OCC(=O)Nc1c(Cl)cccc1C(F)(F)F	-0.47	-9	-3	x	-13	-7	-8	-1	-9
CC(C)C[C@H](NC(=O)c1nc[nH]c1C(=O)NCCCCCNC(=O)OC(C)(C)C)C(=O)OCc1ccccc1	-1	-2	-3	5	x	-8	-16	0	-6
COc1ccc(CN2CCN(C(=O)c3cc(-c4cccnc4)nc4ccc(Cl)cc34)CC2)c(OC)c1OC	0.77	-19	5	13	-6	-12	-9	-4	-8
O/N=C(/Cc1ccccn1)c1ccccc1	0.76	-2	-7	0	-3	-30	3	2	-19
CC(C)C1CC(CCNCc2ccc3c(c2)OCO3)(c2ccccc2)CCO1 (centres undefined)	0.77	-2	-2	7	-6	-25	5	-3	-10
CC(C)Sc1cc(N2CCCC2)nc(-c2ccccc2Cl)n1	-0.38	-10	-3	x	-2	-16	1[fluorescence artefact?]	-4	16
CC(=O)c1cccc(NC(=O)C(=O)Nc2cccc3ccccc23)c1	0.67	1	-8	3	2	-45	-2	-3	-12
CCOC(=O)C(CC(C)C)CP(=O)(O)CNC(=O)OCc1ccccc1 (centres undefined)	0.15	8	-15	-6	-11	-20	5	-5	-5
Cc1ccc(-c2nsc(SCC(=O)NCC3CCCO3)n2)cc1 (centres undefined)	-0.65	-23	2	7	-8	-20	8	0	-11
N#C/C(=C\Nc1ccccc1O)c1nc2ccccc2o1	0.026	-53	1	x	-56	-18	1[fluorescence artefact?]	1[fluorescence artefact?]	-7
CCOC(=O)/C(C#N)=C/c1cn(CCC(=O)O)nc1-c1ccc(OC)cc1	0.31	-1	-7	x	-11	-15	6	-1	-11
COc1ccc(-c2n[nH]c(C)c2-c2cscn2)c(O)c1	0.067	-2	-6	-7	-2	-8	-15	0	-6
Fc1ccc(-n2[nH]nnc2=S)cc1N1CCCC1	x	0	4	-3	-6	-20	62	8	-18
CCNC(=O)C12CCC(C)(C(=O)O1)C2(C)C (centres undefined)	0.64	2	0	5	-4	-23	-14	-3	-7
Fc1cc(F)c2nc(N3CCCC3)sc2c1	-1.7	36	1	-6	4	2	5	0	-20
CCCNC(=S)N1CCC(n2cnc3ccccc32)CC1	x	5	2	3	3	-9	-12	-3	19
Cc1cc(NO)c(C(C)C)cc1N=O	-0.94	4	-11	-4	-5	-11	1	-2	-18
CCCN(CC1CC1)C(=S)NC(=O)C1CC1	0.51	8	-7	-4	-8	-24	-9	11	-10
Cc1sc(NC(=S)NC(=O)CCc2ccccc2)c(C(N)=O)c1C	-0.25	-14	0	-16	-31	-8	-19	-5[fluorescence artefact?]	-10
Cn1c(N)c(C(=O)COC(=O)c2cccs2)c(=O)n(C)c1=O	1.4	-13	-8	-11	-13	-10	-9[fluorescence artefact?]	-1	1
Cc1nnc(NC(=O)C2C3C=CC(O3)C2C(=O)O)s1 (centres undefined)	-0.48	-8	-8	11	6	-22[20 µM]	20	1	-8
Cc1cc(CN(C)Cc2cn(C)nc2-c2ccc(Oc3ccccc3)cc2)on1	-2.1	-2	-8	x	0	-15	-12	-3	-3
COc1ccc(Cn2nnnc2C(CC(C)C)N2CCN(c3ccccc3)CC2)cc1 (centres undefined)	x	-10	0	9	-14	-13	6	4	-23
Clc1ccc(Cn2ccc(-c3ccc4c(c3)OCO4)n2)cc1Cl	-0.24	0	0	0	-6	-7[20 µM]	-5	0	-5
Cc1ccc(SC[C@H](CC(C)C)N2CCN(CCc3ccccc3)CCC2=O)cc1	-4.4*	4	2	-4	-8	-8	-3	0	-10
CCOC(=O)c1ccc(NC(=S)Nc2ccc(Cl)cn2)cc1	1	x	-3	x	-1	-23	24	1	-18
CCC(=O)NC(Nc1cc(C)ccn1)(C(F)(F)F)C(F)(F)F	0.7	-7	-9	9	3	-19[20 µM]	1	8	-2
Cc1nc(NC(=O)COC(=O)C(NC(=O)c2ccco2)C(C)C)c(Cl)cc1Cl (centres undefined)	-0.62	3	-2	-1	-7	-4	10	4	-4
c1ccc(SCc2cc(-c3ccccc3)no2)cc1	-0.16	-9	1	30	-4	-13	-12	2	6
CCc1cc2c(=O)n(Cc3ccco3)c(SCC(=O)N3CCCc4ccccc43)nc2s1	0.2	-16	-11	0	-49	-1	-25	-13	-36
Cc1ccc(C2/C(=C(/O)c3ccccc3)C(=O)C(=O)N2CCN2CCOCC2)o1 (centres undefined)	x	7	-1	-3	-14	-5	-2	0[fluorescence artefact?]	-9
O=C(CCCN1C(=O)c2ccccc2C1=O)Nc1ccc(Br)cn1	0.26	4	10	1	5	-18	3	-8	-13
CCOC(=O)c1ccc(NC(=O)COc2ccc(-n3cnnn3)cc2)cc1	x	-12	-15	2	-3	-18[20 µM]	23[fluorescence artefact?]	5	27
CCOC(=O)C1=C(C)NC(=S)NC1c1cc(C)sc1C (centres undefined)	0.071	-23	-1	-7	5	-24	-6	6	-6
COc1ccc(N(CC(=O)NCc2ccccn2)S(=O)(=O)c2ccccc2[N+](=O)[O-])c(OC)c1	-0.26	10	5	0	1	-12	-12	-1	-4
O=C(COc1cccc(Cl)c1)N/N=C\c1cc2ccccc2nc1Cl	1.1	-9	-16	2	-10	-21	9	1	-2
CCN1CCN(C(=O)c2cc3cc4ccc(OC)cc4nc3s2)CC1	x	-54	-2	1	-7	-47[20 µM]	-7	3	-17
COc1cc(NC(=O)c2ccco2)c(C(=O)OCC(=O)c2c[nH]c3ccccc23)cc1OC	-0.44	10	4	1	-28	-18	-13	3	-28
Cc1cc(Cl)ccc1OC(C)C(=O)NCCCCc1ccccc1 (centres undefined)	-2.7	-6	0	x	-4	-9[20 µM]	6	4	-33
CS(=O)(=O)N1CCC(C(=O)NCc2ccc(F)cc2Cl)CC1	-0.36	-1	-7	8	-9	-10	3	-6	5
CCCCCn1c(CCC(=O)Oc2ccccc2OC)nc2c1c(=O)[nH]c(=O)n2CCCC	-0.77	-3	-17	x	-21	-17[20 µM]	9	3	-13
CCOc1ccccc1CN1C(=O)NC(C)(c2ccccc2)C1=O (centres undefined)	x	-4	-8	1	-15	-19	-13[fluorescence artefact?]	-1	-12
O=C(Nc1ccc(Cl)cc1)C1C2CCC3C(CCC21)C3(Cl)Cl (centres undefined)	-1.3	2	-4	0	-6	-30	14	5[fluorescence artefact?]	-13
c1ccc(-c2nnc(NC3=NCCC3)o2)cc1	0.33	3	-2	4	5	-16	0	-2	-1

A second format for some results above.
| smiles | KCC2 mod | KLK5 inh | thrombin 1536 | Rad51 HR inh | NCF1 inh | Furin inhibitor | 14-3-3 Bad PPI | eIF4E 4G PPI | EBV gp42 block |
| --- | --- | --- | --- | --- | --- | --- | --- | --- | --- |
| CCOC(=O)C1=C(C)NC(=S)NC1c1cc(C)sc1C (centres undefined) | 0.071 | -23 | -1 | -7 | 5 | -24 | -6 | 6 | -6 |
| Clc1ccc(Cn2ccc(-c3ccc4c(c3)OCO4)n2)cc1Cl | -0.24 | 0 | 0 | 0 | -6 | -7[20 µM] | -5 | 0 | -5 |
| CC(C)Cn1c(N)c(C(=O)NCC2CCCO2)c2nc3ccccc3nc21 (centres undefined) | -0.4 | -56 | 0 | 0 | -26 | -22 | 8[fluorescence artefact?] | 3 | 5 |
| Cc1nnc(NC(=O)C2C3C=CC(O3)C2C(=O)O)s1 (centres undefined) | -0.48 | -8 | -8 | 11 | 6 | -22[20 µM] | 20 | 1 | -8 |
| Cc1sc(NC(=S)NC(=O)CCc2ccccc2)c(C(N)=O)c1C | -0.25 | -14 | 0 | -16 | -31 | -8 | -19 | -5[fluorescence artefact?] | -10 |
| COc1ccc(Cn2nnnc2C(CC(C)C)N2CCN(c3ccccc3)CC2)cc1 (centres undefined) | x | -10 | 0 | 9 | -14 | -13 | 6 | 4 | -23 |

Further records
SMILES	KCC2 mod	KLK5 inh	thrombin 1536	Rad51 HR inh	NCF1 inh	Furin inhibitor	14-3-3 Bad PPI	eIF4E 4G PPI	EBV gp42 block
CN(/N=C/C=C/c1ccccc1)c1cc(=O)n(C)c(=O)[nH]1	-0.25	-8	0	3	-12	-10	-2	20	-10
COc1ccc(N2CC(O)=C(c3nc(-c4ccc(Br)cc4)cs3)C2=N)cc1	2.7	0	-5	7	-1	-13	12	-2	2
COc1ccc(-c2[nH]ncc2CN(C)Cc2nonc2C)c(OC)c1	x	x	-4	-22	3	-17	4	0	7
COC(=O)c1sc2nc(-c3ccco3)ccc2c1N	x	-2	-4	0	-5	-2	7[fluorescence artefact?]	3	-7
Cn1c(SCc2ccc(Br)cc2)nnc1-c1ccccn1	-1.8	-1	-5	x	7	-15	-6	4	-8
COc1cc(C(=O)Nc2ccc(S(=O)(=O)N3CCOCC3)cc2)c([N+](=O)[O-])cc1OC	-2.7	x	-3	-10	-4	3	2	9	-10
c1ccc(-c2nnsc2Sc2ccccn2)cc1	-1.5	3	7	8	-14	-27	-3	-1	4
CSc1ccc(S(=O)(=O)N2CCN(Cc3ccc4c(c3)OCO4)CC2)cc1	0.078	-18	-8	-2	-14	-21	2	-2	-7
CC(C)Oc1ccc(OCCNC2CCCC2)cc1	-0.057	-14	1	-2	-2	-14[20 µM]	56[fluorescence artefact?]	7[fluorescence artefact?]	-9
Cc1nn(-c2ccccn2)c2nc(-c3cccs3)cc(C(=O)NCc3ccco3)c12	-0.062	-48	-9	-1	-36	-20[20 µM]	-8	-7[fluorescence artefact?]	-2
COc1ccc(Cc2nnc(N/N=C/c3ccc(O)cc3O)[nH]c2=O)cc1OC	0.63	-71	-2	0	-29	15	-2	1	-8
CCOC(=O)C1(Cc2cccc(OC)c2)CCN(Cc2ccon2)CC1	-0.77	-4	-8	-3	-9	-20	-4	-6	-11
Cc1c(-n2cc(C(=O)c3cc(Cl)ccc3O)cc(C#N)c2=O)c(=O)n(-c2ccccc2)n1C	-0.005	2	1	-2	-2	-1[20 µM]	-15	-1	-8
S=C(NC1CC1)NC1CCCc2ccccc21 (centres undefined)	1.3	-3	-8	-3	-2	-9	1	1	1
Cc1ccc(CN2CCN(C3CCOCC3)CC2CCO)cc1 (centres undefined)	x	x	2	x	-6	-22	-3	3	-5
CCOc1ccc(S(=O)(=O)Nc2cc(OC)ccc2OC)cc1	-0.54	24	-5	-2	11	-20[20 µM]	-7	-6	-7
CC1CC(Nc2cccc(O)c2)=CC(=O)O1 (centres undefined)	0.96	-8	-2	-11	-8	-25[20 µM]	1	1[fluorescence artefact?]	-31
O=c1[nH]c(-c2ccc(Cl)cc2)nc2c1cnn2-c1ccccc1	-0.97	5	-2	-4	-8	-12[20 µM]	1	4	-10
O=C/C(=C\Nc1ccc(Cl)cn1)c1nc2cc(Cl)ccc2o1	-1.1	-55	2	-5	-77	-2[20 µM]	6	-4[fluorescence artefact?]	-47
CCOc1ccc(S(=O)(=O)N2CCCCCC2)cc1	0.53	-6	-1	-2	-14	-18[20 µM]	-1	0	-11
COC(=O)C1=C(C)NC(=O)/C1=C\c1cccs1	0.095	-4	-3	8	1	-13[20 µM]	x	x	-2

Screening data: PubChem, several laboratories

Hits appear at their usual frequency; 4.7% or so of the library scored in one or more.
